Assay outcomes as filed in PubChem.
FBW7 activator: FBW7 E3 ligase activators, primary screen, biochemical, AlphaScreen, human | AID 1259310, 2017 | AlphaScreen FBW7–phospho-cyclin E peptide binding, activator screen | normalized activity (activation), % at 26.1 µM | 650,000 compounds, 0.13% hits; in the data active means normalized activity above about 1.9%;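 further: purified mutant Fbw7 with reduced substrate affinity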
GPR151 activ: activators of human GPR151, primary screen, cell-based, PathHunter beta-arrestin, luminescence; G-protein coupled receptor 151 (Homo sapiens), Q8TDV0; PathHunter beta-arrestin GPR151 cells; activation, % at 11.2 µM; 650,000 compounds, 1% hits; AID 1508602, 2020; in the data active means activation above about 4.9%;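 further: 0% = median of compound wells and 100% = cells with positive control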
Target sequence (Q8TDV0 whole entry, looked up): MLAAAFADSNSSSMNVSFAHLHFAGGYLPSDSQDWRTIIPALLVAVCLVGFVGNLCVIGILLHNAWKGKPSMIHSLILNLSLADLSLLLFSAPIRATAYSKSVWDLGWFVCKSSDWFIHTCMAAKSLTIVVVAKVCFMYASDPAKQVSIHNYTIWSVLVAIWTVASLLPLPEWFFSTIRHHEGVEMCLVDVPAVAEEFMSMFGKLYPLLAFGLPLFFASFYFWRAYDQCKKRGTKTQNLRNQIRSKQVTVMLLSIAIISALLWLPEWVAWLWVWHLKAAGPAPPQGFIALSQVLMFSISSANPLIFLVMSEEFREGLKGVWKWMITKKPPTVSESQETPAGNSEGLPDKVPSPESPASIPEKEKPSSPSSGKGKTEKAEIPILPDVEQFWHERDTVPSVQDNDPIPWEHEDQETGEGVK
MITF inh: MITF inhibitors, primary screen, biochemical, AlphaScreen, human; AlphaScreen MITF homodimerization, bead proximity signal; Microphthalmia-associated transcription factor (Homo sapiens), O75030; AID 1259374, 2018; inhibition, % at 2.6 µM; 650,000 compounds, 0.91% hits; in the data active means inhibition above about 50%;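 further: 0% = vehicle wells with protein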
Target sequence (O75030 whole entry, looked up): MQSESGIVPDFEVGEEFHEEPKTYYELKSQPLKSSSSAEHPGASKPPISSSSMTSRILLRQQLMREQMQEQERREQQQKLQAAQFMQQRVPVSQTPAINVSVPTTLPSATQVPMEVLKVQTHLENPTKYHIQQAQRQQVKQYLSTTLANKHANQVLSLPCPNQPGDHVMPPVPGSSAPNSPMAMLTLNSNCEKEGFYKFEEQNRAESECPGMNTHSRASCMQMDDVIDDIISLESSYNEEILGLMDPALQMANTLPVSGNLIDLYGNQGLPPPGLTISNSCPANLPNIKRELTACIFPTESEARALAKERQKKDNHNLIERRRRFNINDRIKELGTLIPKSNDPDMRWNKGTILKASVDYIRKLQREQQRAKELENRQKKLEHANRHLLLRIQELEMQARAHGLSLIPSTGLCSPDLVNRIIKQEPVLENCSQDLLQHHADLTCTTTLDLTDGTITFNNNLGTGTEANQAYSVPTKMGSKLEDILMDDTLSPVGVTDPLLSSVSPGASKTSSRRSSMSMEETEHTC
TEAD-YAP block: TEAD-YAP interaction inhibition, primary screen, TEAD-YAP interaction inhibitor project, luminescence, HEK-TIYL cells. 640,000 compounds, 1.4% hits. TEAD-Gal4/YAP UAS-luciferase luminescence. inhibition, % at 9.12 µM. AID 1259422, 2018; in the data active means inhibition above about 32%;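 further: 0% = median of test compound wells and 100% = reference inhibitor wells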
* = called active by the depositor; / = not tested or not shown. Random draw from the library (roughly 3.4% active in at least one column).

SMILES	FBW7 activator	GPR151 activ	MITF inh	TEAD-YAP block
CC1(C)OC2OC(C(=O)Nc3ccc(Cl)c(Cl)c3)C3OC(C)(C)OC3C2O1 (stereo not drawn)	-0.1	-0.8	5	5
N/C(=N\OC(=O)Cc1ccc(-c2ccccc2)cc1)c1ccccc1	-0.1	0.5	6	-7
Cc1nc(N2CCN(C(=O)COc3ccccc3C)CC2)c2c3c(sc2n1)CCCC3	-0.1	2.9	1	8
C=C(C)CSc1nc2sc3c(c2c(=O)n1CCc1ccccc1)CCCC3	1.4	0.9	9	-16
c1ccc2sc(-c3cnc4ccc(NC5CCOCC5)nn34)cc2c1	0.0	5.9*	3	6
O=C(NC1CCCCC1O)c1ccccc1C(F)(F)F (stereo not drawn)	0.3	9.2*	16	-5
Cc1cc(C)cc(NC(=O)N2CCC(CN3CCCCC3)CC2)c1	0.1	-4.0	-8	3
N#Cc1ccc(CSCC(=O)NN=C2CCCC2)cc1	0.2	1.4	51*	0
CN(C)C(CNS(=O)(=O)c1ccc(Cl)cc1F)c1ccco1 (stereo not drawn)	-0.1	1.1	12	5
COc1ccc2c(c1)C(=NN)c1cc(OC)ccc1-2	-0.2	-0.3	7	-13
N#Cc1cc(N=Cc2cccc(C=Nc3ccc(N)c(C#N)c3)c2)ccc1N	-0.5	-0.2	8	-4
O=S(=O)(NCCc1cnc[nH]1)c1cccc2cccnc12	0.0	0.8	8	0
CCOc1ccc2[nH]c(=O)c(CN(CCCO)C(=O)c3ccc(C)cc3)cc2c1	0.0	0.7	1	7
CCOc1ccc2c(c1)C(C)=CC(C)(C)N2C(=O)CN1C(=O)c2ccccc2C1=O	0.8	2.0	13	0
CC(C)[C@@H]1NC(=O)[C@H]2CN(Cc3cnn(-c4ccccc4Cl)c3)CCN2C1=O	0.0	-0.9	6	-2
CC(C)(C(=O)c1ccccc1)/[N+]([O-])=C/c1ccc([N+](=O)[O-])cc1	0.1	-1.2	2	3
O=c1c2ccccc2n(Cc2ccc(Cl)cc2)c(=O)n1Cc1ccco1	-0.1	0.4	-11	1
COc1cccc(NC(=O)CN(Cc2ccc(Br)cc2)S(=O)(=O)c2ccccc2)c1	0.3	2.7	2	-5
O=C(N/N=C\c1c(O)ccc2ccccc12)c1cccc2cc[nH]c12	-0.1	2.1	-16	13
Cc1ccc(NC(=O)CCc2nnc3ccc(N4CCC(C(N)=O)CC4)nn23)cc1C	0.0	1.0	1	-4
CCOc1c([N+](=O)[O-])cc2c(C)c(C(=O)N3CCOCC3)oc2c1OCC	-0.1	2.9	-17	-12
CCCCN(CC)S(=O)(=O)c1ccc(C(=O)Nc2sc3c(c2C(=O)OC)CCN(C(=O)OCC)C3)cc1	0.1	-1.7	-5	-7
Cn1c(=O)n(Cc2cccc(C(F)(F)F)c2)c(=O)c2c1ncn2Cc1ccccc1	0.0	2.4	4	-10
Cc1ccc(C)c(N(CC(=O)N2CCN(c3ccccc3F)CC2)S(C)(=O)=O)c1	-0.1	1.2	0	11
COCCOC(=O)C1=C(N)OC2=C(C(=O)CCC2)C1c1ccccc1 (stereo not drawn)	-0.1	-0.5	-9	-19
CCOC(=O)N1CCN(S(=O)(=O)c2ccc(C(=O)Nc3ccccc3)cc2)CC1	-0.1	0.9	-6	12
COCCNC(=O)c1cc2c(n(-c3ccccc3)c1=O)CC(C)(C)CC2=O	0.0	-1.5	20	-2
COc1ccc(CC(CC(=O)Nc2ccc(I)cc2)C(=O)O)cc1 (stereo not drawn)	-0.1	0.5	-3	2
O=c1c(O)c(-c2cc(Br)cc3c2OCOC3)oc2ccc(Cl)cc12	0.2	-0.2	12	6
O=C1N(c2ccccc2)C2CS(=O)(=O)CC2N1c1cccc(Br)c1 (stereo not drawn)	0.1	0.5	-1	8
CC(C)(C)NC(=O)C(c1ccsc1)N(C(=O)Cn1nnc2ccccc21)c1ccccc1 (stereo not drawn)	0.2	-0.6	5	0
CSc1cccc(NC(=O)CSc2nc3ccccc3s2)c1	0.1	-0.2	4	-6
O=C(Nc1ccc(Br)c(Cl)c1)c1ccco1	-0.1	-0.8	-15	-72
CN(C)S(=O)(=O)c1ccc(C(=O)CBr)cc1	-0.1	0.6	-4	10
NC(=O)C1CCCN1c1nc2ccccc2cc1C=O (stereo not drawn)	-0.2	1.2	-3	-6
COc1ccc(NC(=O)N2CCCN(c3nc4c(C)c(C)ccc4cc3C#N)CC2)cc1	-0.1	0.5	0	-31
COc1ccccc1NS(=O)(=O)c1ccc2c(c1)SC(C)CN2C(C)=O (stereo not drawn)	-0.1	-0.4	0	12
CCOC(=O)c1ccc(NS(=O)(=O)c2ccc3c4c(cccc24)C(=O)N3C)cc1	0.2	0.9	22	7
Cc1cc(OCC(=O)NNC(=O)/C=C\c2ccccc2Cl)cc(C)c1Cl	0.1	-0.1	-1	4
O=C1CCCN1CCn1cnc2c(NCc3nc4ccccc4[nH]3)nc(Nc3ncccn3)nc21	0.0	3.3	-2	7
Cc1ccc(C(c2ccc(C)o2)c2cc([N+](=O)[O-])ccc2O)o1	-0.3	0.5	-9	0
CCOC(=O)c1ccccc1NC(=O)Cc1noc2ccc(C)cc12	-0.1	-0.3	2	5
Cc1cccc(C)c1OCC(=O)Nc1sc2c(c1C(N)=O)CCCC2	0.0	1.1	-3	6
COc1ccc(-c2c(C)n([O-])c3c([n+]2=O)CCC3)cc1OC	-0.1	0.4	-125	9
Cc1ccccc1NC(=O)NCCc1nc(-c2cccnc2)n[nH]1	-0.1	-0.4	-3	-9
N#Cc1c(N)nc2c(c1-c1ccncc1)CCCCCC2	-0.2	-0.3	6	-10
CCOC(=O)CC(=O)CSc1nc2sc(C(=O)OCC)c(C)c2c(=O)n1Cc1ccccc1OC	0.0	-0.7	8	5
O=C(Oc1c(Cc2ccccc2)c(=O)oc2ccccc12)c1ccco1	-0.1	-1.2	7	4
O=C(CN1CC(=O)N2CCCC2C1=O)NCCCc1ccccc1 (stereo not drawn)	-0.1	-0.4	10	2
CCOCCCNC(=O)c1[nH]c(C)c(C(C)=O)c1C	0.2	-0.8	8	-15
CC(C)(C)CN1CCN(Cc2cn[nH]c2-c2ccc(F)cc2)CC1CCO (stereo not drawn)	0.1	1.9	-12	1
COC(=O)C1CC(=O)N(C)C12CCN(Cc1cccc3nccnc13)CC2 (stereo not drawn)	0.0	-0.9	14	9
CCOC(=O)c1ccc(OCC2c3cc(OC)c(OC)cc3CCN2C(=O)c2ccccc2F)cc1 (stereo not drawn)	0.0	1.0	-1	6
CCN=C1SC(CC(=O)Nc2ccccc2SC)C(=O)N1CC (stereo not drawn)	-0.1	-0.8	-2	-3
CC1=C(C(=O)OCc2ccccc2)C(c2ccccc2)C2=C(CC(c3ccc(Cl)cc3)CC2=O)N1 (stereo not drawn)	0.1	-0.7	3	5
CCOC(=O)CN(C(=O)CSc1ncc(-c2ccccc2)n1C)c1ccccc1	0.2	-0.3	11	2
c1ccc(Nc2nc(NCc3nc4ccccc4[nH]3)c3ncn(-c4ccccc4)c3n2)cc1	0.3	0.6	15	34*
CCOC(=O)N1CCN(S(=O)(=O)c2ccc(C(=O)N=c3sc4cc(F)ccc4n3C)cc2)CC1	0.1	0.1	-16	1
COc1ccc(/C=C2\N=C(c3ccc(C(C)(C)C)cc3)OC2=O)cc1	-0.1	0.6	-4	-9
CCOC(=O)c1c(NC(=O)CSc2nnc(CNC(=O)c3ccc(OC)cc3)n2C)sc2c1CCCCC2	0.0	0.5	4	-2

The results go on.
SMILES	FBW7 activator	GPR151 activ	MITF inh	TEAD-YAP block
CCOC(=O)C1=C(C)N=c2s/c(=C\c3ccc(OC)c(OCC)c3)c(=O)n2C1c1ccc(OCC)c(OCC)c1 (stereo not drawn)	0.1	4.7	6	-4
COc1ccc(Cc2nnc(SCC(=O)NC(C)c3ccccc3)n2C)cc1 (stereo not drawn)	0.0	-1.1	-9	-6
C=CCN1C(=O)/C(=C\c2ccc(OS(C)(=O)=O)c(OC)c2)SC1=S	-0.1	1.9	22	-4
COc1ccc2oc(=N)c(-c3nnc4n3CCCCC4)cc2c1	0.9	0.1	25	-13
COc1ccc(CCNC2CC(=O)N(c3ccc(F)cc3)C2=O)cc1OC (stereo not drawn)	-0.1	-0.3	0	-6
Cc1cccc(COc2ccc(/C=C3/SC(=Nc4ccccc4)N(Cc4ccccc4)C3=O)cc2)c1	-0.1	-0.8	-16	-8
O=C(O)CC12CSc3[nH]c(=O)sc3C1c1cc(Cl)ccc1OC2=O (stereo not drawn)	0.0	1.5	12	5
COCCCNC(=O)/C(=C/c1ccco1)NC(=O)c1ccc(OC)cc1	0.6	0.8	6	11
O=[N+]([O-])c1ccc(S(=O)(=O)NCC(c2ccco2)S(=O)(=O)c2ccccc2)cc1 (stereo not drawn)	0.0	-0.3	11	-6
Cc1ccccc1-c1nnc2sc(NC(=O)c3cccs3)nn12	0.0	4.2	4	-2
N#CC1=C2SCN(c3ccc(F)cc3)CN2C(=O)CC1c1cccc([N+](=O)[O-])c1 (stereo not drawn)	-0.1	1.5	-2	-23
CC(C)CCNc1nc2ccccc2c2nc(-c3cccnc3)nn12	0.1	-0.3	19	-9
O=C(c1ccc(Cn2c(=S)[nH]c3cc4c(cc3c2=O)OCO4)cc1)N1CCC(N2CCCCC2)CC1	-0.1	3.7	-6	-21
Cc1ccc(OCC(=O)NNC(=O)Cc2ccc(Cl)cc2)c(C)c1	0.1	0.7	7	10
Cc1cc(NC(=O)CSc2nc3ccsc3c(=O)n2CCCC(=O)NCc2ccc3c(c2)OCO3)n[nH]1	-0.1	-0.5	-7	-7
CCOCCC(=O)Nc1ccc(C(=O)OCC)cc1	0.3	-0.2	16	5
Cc1ccc(C)c(NC(=O)c2cc(S(=O)(=O)N3CCCCCC3)ccc2F)c1	0.2	0.2	11	-7
CSCCNCc1ccc(OCC(O)CN(C)Cc2ccccc2)cc1 (stereo not drawn)	0.3	4.0	1	2
Cc1nc2c(-c3ccccc3)c(C)nn2c(NCCO)c1C	0.0	1.5	-13	-4
O=C(CCNC(=O)c1ccccc1Cl)NCc1ccco1	0.1	0.6	-4	-3
CCN(c1ccc(OC)cc1)S(=O)(=O)N1CCCC(C(=O)NC(C)c2ccccc2)C1 (stereo not drawn)	0.8	-0.6	10	2
CC1CN(Cc2ccccn2)CCC1=O (stereo not drawn)	-0.1	0.1	2	-1
Cc1cc(C)cc(Oc2coc3cc(OC(=O)c4ccco4)ccc3c2=O)c1	-0.1	0.7	-6	0
Cc1ccccc1OCCNc1cc(N2CC(C)NC(C)C2)ccc1[N+](=O)[O-] (stereo not drawn)	-0.3	2.2	10	-12
COc1cc([C@H]2[C@H](C(=O)C(C)(C)C)N3C=Cc4ccccc4[C@H]3C2(C#N)C#N)cc(OC)c1OC	-0.1	-0.9	-8	-11
CCOc1ccccc1NC(=O)NCC1CC(=O)N(c2ccc(OC)cc2)C1 (stereo not drawn)	0.0	-0.9	6	8
N#CC1=C(N)Oc2n[nH]c(-c3cccs3)c2C1c1ccc(C(F)(F)F)cc1 (stereo not drawn)	0.0	-0.8	21	-4
Cc1ccc(C)c(C2C(C#N)=C(N)Oc3c2oc(CO)cc3=O)c1 (stereo not drawn)	-0.2	-0.1	11	0
CC(C)(C)N(Cc1ccccc1)C(=O)COC(=O)c1ccc2c(c1)NC(=O)CS2	0.1	1.0	6	5
N[C@H](C(=O)O)[C@H]1C[C@H]1C(=O)O	0.0	1.3	9	/
O=S(=O)(c1ccc(Cl)cc1)N1CCN(c2nc(N3CCCCC3)nc(N3CCCCC3)n2)CC1	0.0	-0.3	11	14
CSc1nnc2c(n1)OC(c1cc(C)ccc1C)Nc1ccccc1-2 (stereo not drawn)	-0.1	-0.4	-8	3
CN1CCN(S(=O)(=O)c2ccc(Nc3nccc(-c4ccccc4)n3)cc2)CC1	0.5	-0.4	14	-14

Reformatted in markdown: twelve of the compounds above.
| mol | FBW7 activator | GPR151 activ | MITF inh | TEAD-YAP block |
| --- | --- | --- | --- | --- |
| CC1CN(Cc2ccccn2)CCC1=O (stereo not drawn) | -0.1 | 0.1 | 2 | -1 |
| Cc1cc(C)cc(Oc2coc3cc(OC(=O)c4ccco4)ccc3c2=O)c1 | -0.1 | 0.7 | -6 | 0 |
| Cc1ccccc1OCCNc1cc(N2CC(C)NC(C)C2)ccc1[N+](=O)[O-] (stereo not drawn) | -0.3 | 2.2 | 10 | -12 |
| COc1cc([C@H]2[C@H](C(=O)C(C)(C)C)N3C=Cc4ccccc4[C@H]3C2(C#N)C#N)cc(OC)c1OC | -0.1 | -0.9 | -8 | -11 |
| CCOc1ccccc1NC(=O)NCC1CC(=O)N(c2ccc(OC)cc2)C1 (stereo not drawn) | 0.0 | -0.9 | 6 | 8 |
| N#CC1=C(N)Oc2n[nH]c(-c3cccs3)c2C1c1ccc(C(F)(F)F)cc1 (stereo not drawn) | 0.0 | -0.8 | 21 | -4 |
| Cc1ccc(C)c(C2C(C#N)=C(N)Oc3c2oc(CO)cc3=O)c1 (stereo not drawn) | -0.2 | -0.1 | 11 | 0 |
| CC(C)(C)N(Cc1ccccc1)C(=O)COC(=O)c1ccc2c(c1)NC(=O)CS2 | 0.1 | 1.0 | 6 | 5 |
| N[C@H](C(=O)O)[C@H]1C[C@H]1C(=O)O | 0.0 | 1.3 | 9 | / |
| O=S(=O)(c1ccc(Cl)cc1)N1CCN(c2nc(N3CCCCC3)nc(N3CCCCC3)n2)CC1 | 0.0 | -0.3 | 11 | 14 |
| CSc1nnc2c(n1)OC(c1cc(C)ccc1C)Nc1ccccc1-2 (stereo not drawn) | -0.1 | -0.4 | -8 | 3 |
| CN1CCN(S(=O)(=O)c2ccc(Nc3nccc(-c4ccccc4)n3)cc2)CC1 | 0.5 | -0.4 | 14 | -14 |
